# Screens as filed in PubChem BioAssay.
# Lipid storage S3 – qHTS Assay for Lipid Storage Modulators in Drosophila S3 Cells | lipid storage change, negative = inhibition, % at the top dose, mostly 46.1 µM; hits show Potency in µM | AID 2685, 2010 | hit rate 0.64% among 320,000 | Drosophila S3 cells, BODIPY lipid droplet fluorescence, 18-24 h; cells fed with added oleic acid; active = well fitted inhibition curve with a large enough effect in the signal ratio, with a control signal flat, not every such curve was filed as active; inconclusive = small, poorly fitted or top-dose-only effect, or effect the other way, or a change in a side signal; the % refers to the signal ratio
#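 Drosophila S3 cells got compounds at several concentrations plus oleic acid (400 uM solution). Laser-scanning cytometry with 488 nm excitation read lipid droplets at 500-530 nm and cells at 575-640 nm. Percent activity was relative to 20 uM Triacsin C.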
# Lipid storage S3 cell count max – further read-out of Lipid storage S3, marked with its call; cell number change, %; measured here: cell count max response;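 cells counted by Cell Tracker Red CMTPX staining in the red channel; peak over a dose series mostly up to 46.1 µM; percent activity relative to internal control wells on each plate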
# * hit, by the source's call; i = inactive; ? = inconclusive; . = not tested or not shown. % is set by controls: 0 for no effect and ±100 for the full control effect; potency is the fitted concentration of half-maximal effect. This is a subset; the hit share may differ from the screen's.
# Screens in order: Lipid storage S3, Lipid storage S3 cell count max
COC(=O)COc1cccc2c(=O)n(CC(=O)N3CCCc4ccccc43)ccc12
    12%, 18
COc1cccc(-n2c(-c3ccccc3)c[nH]c2=S)c1
    22%, .
CCOC(=O)CC1C(=O)NCCN1C(=O)c1c(F)cccc1F (stereo unspecified)
    ?, .
COc1ccc(C(=O)Nc2ccc(Nc3ccccc3)cc2)cc1[N+](=O)[O-]
    ?, .
Cc1ccccc1CNC(=O)CCNS(=O)(=O)c1ccc(OC(F)(F)F)cc1
    ?, .
S=c1[nH]nc(-c2cccnc2)n1/N=C/c1ccc(Br)s1
    ?, .
O=C(NCCCn1ccnc1)c1ccc2ccccc2c1
    20%, .
CN1CC=C2C(C#N)=C(N)C(C#N)(C#N)[C@H](c3cccs3)[C@H]2C1
    0%, -2
CN(C(=S)NC1CCCCC1)C1(c2ccccc2Cl)CCCCC1=O (stereo unspecified)
    -9%, -8
Cn1c(=O)c2c(nc(Br)n2CCCc2ccccc2)n(C)c1=O
    ?, .
O=C(CCn1cnnn1)Nc1ccccc1
    -7%, 2
CC1(C)NC(=O)N(CCCCOc2ccc(Cl)cc2C=O)C1=O
    2%, .
O=C(NCCC1CCCCN1S(=O)(=O)c1ccc(F)cc1)C(=O)Nc1ccccc1F (stereo unspecified)
    i, -18
CC(C)OC(=O)c1ccccc1C(=O)c1ccc(N)c([N+](=O)[O-])c1
    -3%, 5
C[C@H](NC(=O)c1ccco1)C(=O)NCc1cccs1
    ?, .
COc1ccc(N2CCN(CCNC(=O)Nc3ccc(Cl)cc3)CC2)cc1
    1%, 14
O=C(OCc1ccc(F)cc1)c1cc2ccccc2cc1O
    16%, -26
COc1ccc(N2CCN(CCCn3c(=S)[nH]c4ncccc4c3=O)CC2)cc1
    ?, .
O=C(OCC(=O)N1CCN(C(=O)COC(=O)c2ccc(O)cc2O)CC1)c1ccc(O)cc1O
    0%, 0
O=C(NC1CCCC1)C1CCCN1C(=O)Nc1ccc(Cl)cc1 (stereo unspecified)
    -2%, 0

# Single records, from the list above:
# O=C(OCc1ccc(F)cc1)c1cc2ccccc2cc1O in the list: Lipid storage S3 = 16%; Lipid storage S3 cell count max = -26
# O=C(NC1CCCC1)C1CCCN1C(=O)Nc1ccc(Cl)cc1 (stereo unspecified) in the list: Lipid storage S3 = -2%; Lipid storage S3 cell count max = 0
# CCOC(=O)CC1C(=O)NCCN1C(=O)c1c(F)cccc1F (stereo unspecified) in the list: Lipid storage S3 = ?; Lipid storage S3 cell count max = .

# Going on with the list:
# Screens in order: Lipid storage S3, Lipid storage S3 cell count max
CCC(C)NC(=O)Nc1ccc(Br)cc1 (stereo unspecified)
    ?, .
COc1ccc(CCN2CN(S(=O)(=O)c3ccccc3)c3nc4ccccc4nc32)cc1OC
    ?, .
Cc1oc(C(=O)O)cc1COc1ccccc1Cl
    ?, .
COC(=O)COc1cccc2c(=O)n(CC(=O)NCc3ccccc3)ccc12
    3%, 0
Cc1cccc(NC(=S)NC2CCCC2)n1
    0%, -11
O=C(NCCc1ccc(Cl)cc1)c1ncn[nH]1
    ?, .
CCCCCOC(=O)C1[C@H]2C(=O)N(Cc3cccs3)C[C@]23C=C[C@H]1O3 (stereo partly specified)
    12%, -18
COc1ccc(N2C(=O)CN=C2Nc2nc(C)cc(C)n2)cc1
    i, .
COc1cc(/C=C/C(=O)OCC(=O)N2CCCCCC2)ccc1OCC#N
    10%, 2
Cc1sc2ncnc(SCC(=O)NC3CC3)c2c1C
    7%, 3
COc1ccc(-c2csc3nc(C)n(-n4cccc4)c(=O)c23)cc1
    10%, 2
Nc1nnc(CC(=O)N/N=C/c2ccc(-c3ccc(F)cc3)o2)s1
    ?, .
CCOc1ccccc1NC(=O)c1cc(C(=O)c2cc(Br)ccc2O)coc1=N
    -2%, -9
CNC(=O)c1[nH]cnc1C(=O)N[C@@H](C)C(=O)OC(C)(C)C
    -11%, 13
CCOC(=O)[C@H]1[C@H]2COc3ccc(Cl)cc3[C@@H]2N2C(=O)c3cc(Cl)ccc3NC(=O)[C@@]12C
    ?, .
O=C(NCCC(=O)N1CCOCCOCCOCCOCC1)OCc1ccccc1
    5%, 3
c1ccc(Nc2nnc(-c3cccc4ccccc34)o2)cc1
    ?, .
CCN(CC)c1ccc(CNc2nc3ccccc3n2CCN2CCOCC2)cc1
    ?, .
O=C(Nc1ccc(N2CCOCC2)cc1)c1cn2ccccc2n1
    -13%, 0
OCC1(Cc2ccccc2C(F)(F)F)CCN(Cc2cccc3cnccc23)CC1
    6%, 13
NC(=O)c1c(NC(=O)c2ccccc2)sc2c1CCC2
    i, -24
Cc1cccc(NC(=S)N/N=C/c2ccc(Cl)c([N+](=O)[O-])c2)c1
    8%, -4
CN(C)S(=O)(=O)c1ccc(-c2cn3ccccc3n2)cc1
    ?, .
Cc1c(NC(=O)C(C)OC(=O)/C=C/c2ccc3c(c2)OCO3)c(=O)n(-c2ccccc2)n1C (stereo unspecified)
    ?, .
COCCN(C(=O)COC(=O)c1cc2ccccc2cc1O)c1c(N)n(Cc2ccccc2)c(=O)[nH]c1=O
    ?, .
Fc1ccc(NC(=S)N2CCCC(c3ccccc3)=N2)cc1
    12%, -17
CCCCCCCNC(=O)C1(CC2CC(c3cccc(Br)c3)=NO2)CCN(C(=O)OC(C)(C)C)CC1 (stereo unspecified)
    ?, .
Cc1ccc(S(=O)(=O)NCc2csc(-c3cccs3)n2)cc1
    ?, .
O=C(Nc1ccccc1N1CCOCC1)c1ccc(Cl)c(S(=O)(=O)NCc2ccco2)c1
    ?, .
C=CCn1c(Cc2csc(N)n2)nnc1SCc1ccc(C(=O)OC)cc1
    i, 6
Cc1c(NC(=O)c2coc(=O)c(Br)c2)c(=O)n(-c2ccccc2)n1C
    ?, .
CCN(CC)CCCNc1nc(-c2ccccc2)nc2ccccc12
    -1%, 19
CCCC1(C)NC(=O)c2ccccc2O1 (stereo unspecified)
    25%, -2
CCOCCCNC(=O)c1oc2ccc3c(c2c1C)C(O)CC(C)(C)O3 (stereo unspecified)
    ?, .
Cc1cccc(CCNC(=O)CCS(=O)(=O)c2ccc(Br)cc2)c1
    -2%, -2
CCOC(=O)C1=C(C)OC(N)=C(C#N)C1c1cc(Cl)c(OCC(N)=O)c(OC)c1 (stereo unspecified)
    ?, .
O=C(/C=C/c1cccc([N+](=O)[O-])c1)NC(=S)Nc1cccc(NC(=O)c2ccccc2Cl)c1
    ?, .
COc1ccc(NS(=O)(=O)c2cc(C)ccc2OC)cc1OC
    i, -13
CCOc1nnc(C)c2c(C)n(-c3cccc(Cl)c3)nc12
    i, 6
Cn1c(SCC(=O)c2ccc3c(c2)OCO3)nnc1-c1ccccn1
    ?, .

# Grouped by structure: the compounds so far with a tert-butyl group
# Screens in order: Lipid storage S3, Lipid storage S3 cell count max
CNC(=O)c1[nH]cnc1C(=O)N[C@@H](C)C(=O)OC(C)(C)C
    -11%, 13
CCCCCCCNC(=O)C1(CC2CC(c3cccc(Br)c3)=NO2)CCN(C(=O)OC(C)(C)C)CC1 (stereo unspecified)
    ?, .

# (listing goes on)
# Screens in order: Lipid storage S3, Lipid storage S3 cell count max
CC(C)n1nnnc1SCC(=O)Nc1ccccc1N1CCOCC1
    ?, .
CCOC(=O)COn1c(=O)c(-c2ccc(OCC)cc2)[n+]([O-])c2ccccc21
    ?, .
COc1cccc(CN2C(=O)C(C)N(C(=O)c3ccccc3)c3ccccc32)c1 (stereo unspecified)
    -4%, -9
O=C(c1ccccc1F)N1CCN(c2ccc([N+](=O)[O-])c3cccnc23)CC1
    2%, 3
O=C(COC(=O)c1n[nH]c(=O)c2ccccc12)Nc1ccccc1
    ?, .
CC(C)(C)c1ccc(-c2ncccc2O)cc1
    -9%, 5
O=C(COC(=O)c1ccc([N+](=O)[O-])cc1)NC1CCCC1
    i, -21
O=C(CN(C(=O)c1nsc(Cl)c1Cl)c1cccc(F)c1)NC1CCCC1
    ?, .
Nc1cc(C(F)(F)F)ccc1C(=O)O
    7%, -10
COc1cc(/C=N\NC(=O)CN2CCOCC2)ccc1OCC(=O)Nc1ccc(C)c(C)c1
    ?, .
COC(=O)C1CSC(C(=O)OC)N1C(=O)Nc1ccc(Cl)c(Cl)c1 (stereo unspecified)
    i, .
Cc1ccc2c(c1)NC(=O)C(CC(=O)NCCN(C)C)O2 (stereo unspecified)
    1%, -7
O=C(NCCCN=C1NS(=O)(=O)c2ccccc21)c1ccc(S(=O)(=O)N2CCOCC2)cc1
    ?, .
CC(C)NC(=O)C1CCN(C(=O)c2ccc(-c3ccccc3)cc2)CC1
    ?, .
CC(C)c1nc2ccc(C(=O)O)cc2[nH]1
    23µM*, -0.1*
Cc1cc(C)c(NC(=O)CCN2C(=O)c3ccccc3S2(=O)=O)c(C)c1
    ?, .
Cc1sc(NC(=O)c2ccco2)c(CN2CCC(C)CC2)c1C
    ?, .
CN(C)c1ccc(C=C2C(=O)OC(C)(C)OC2=O)cc1
    ?, .
COc1cc(Nc2cc(C)nc3nc(C)nn23)cc(OC)c1OC
    ?, .
CCOc1ccc(NC(=O)CCC(=O)NNC(=O)c2ccc(Br)o2)cc1
    6.5µM*, 5.9*
Cc1ccc(C(=O)NCCc2ccccn2)cc1S(=O)(=O)N1CCOCC1
    -4%, 1
Cc1cccc(OCc2nnc(SCC(=O)NC3CCCCC3)n2C)c1
    ?, .
Cc1ccc(C)c(NS(=O)(=O)c2ccc(OCC(=O)N3CCOCC3)cc2)c1
    -1%, -24
C=CCc1c(C)nc(-c2ccccc2)nc1N/N=C/c1ccccc1
    ?, .
O=C(C1CC(=O)N(c2ccc(F)cc2)C1)N1CCCCC1 (stereo unspecified)
    ?, .
C=CCOC(=O)C1=C(C)NC(SCC(=O)Nc2nccs2)=C(C#N)C1c1ccc(Cl)cc1 (stereo unspecified)
    0%, -6
COc1ccc(C2CC(c3ccc(Cl)cc3Cl)n3nc(N)nc3N2)cc1 (stereo unspecified)
    0%, -19
CC(C)c1ccc(C(=O)NNC(=O)c2ccncc2)cc1
    ?, .
CCOC(=O)C1=C(c2ccccc2)O/C(=C(/C(=O)OC)C(F)(F)F)S1
    ?, .
O=C(NCCCN1CCOCC1)C(=O)NCCc1ccccc1
    1%, -1
CCOC(=O)N1CCC(N(CCN(C)C)C(=S)Nc2cccc(OC)c2)CC1
    0%, -1
Cc1cc(-c2csc(N)n2)c(C)n1CCc1ccccc1
    i, -19
O=[N+]([O-])c1nn(-c2cccc(Cl)c2)n(O)c1=NCc1cccnc1
    ?, .
Cc1ccc(-n2nnnc2C(Cl)(Cl)c2nnnn2-c2ccc(C)cc2)cc1
    18%, -1
CC(C)CN(CC(C)C)C(=O)CC(=O)NC(=O)c1ccc(Cl)cc1
    -3%, 3
Cc1ncsc1CCOC(=O)c1ccc(N2CCOCC2)c([N+](=O)[O-])c1
    ?, .
CC(C)C(NC(=O)CN1C(=O)c2cccc3cccc1c23)C(C)C
    ?, .
CC1CC(C)CN(CC(C)(C)NS(=O)(=O)c2ccc(Cl)cc2)C1 (stereo unspecified)
    ?, .
CCC/C(O)=C1\C(=O)CCCC1=NCCc1c(C)[nH]c2ccccc12
    ?, .
CC1CCN(C(=O)C2CCCN(S(C)(=O)=O)C2)CC1 (stereo unspecified)
    2%, 11
O=C(Cn1cnc2ccccc21)N/N=C/c1ccccc1[N+](=O)[O-]
    -5%, 3
O=C(O)c1cc(-n2cccc2)ccc1N1CCOCC1
    2%, 28
COc1ccc(C2N(c3cccc(Cl)c3)C(=O)C3CCCN32)cc1 (stereo unspecified)
    ?, .
CN(C)CCN=Cc1c(O)n(Cc2ccccc2)c(=O)c2ccccc12
    ?, .
COc1ccc(CNC(=O)C2CCN(C(=O)c3ccccc3)CC2)cc1
    ?, .
CCCCOc1ccc(N(CC(=O)NCc2ccccc2)C(=O)c2csnn2)cc1
    ?, .
Cc1cc(C(=O)Nc2sc3c(c2C#N)CCCCC3)cs1
    ?, .
Cc1ccc(COC(=O)c2nn(-c3ccccc3)nc2N)cc1
    ?, .
COc1cccc(/C=C/C(=O)OCC(=O)Nc2ccc(Cl)c(S(=O)(=O)N(C)C)c2)c1
    ?, .
O=C(COC(=O)c1ccccc1Oc1ccccc1)NCc1ccco1
    17%, -18
Cc1ccc(NC(=O)COC(=O)CSCC(=O)Nc2cc(C)on2)c(C)c1
    ?, .
O=C(O)CCC(=O)Nc1nc2ccccc2s1
    ?, .
Cc1c(/C=N/NC(=O)c2ccc(O)cc2)c2ccccn2c1C(=O)c1ccc(F)cc1
    ?, .
CCc1ccccc1NC(=O)CN(c1ccc(OC)cc1OC)S(=O)(=O)c1ccccc1
    2.9µM*, -14*
COCc1nc2ccccc2n1Cc1ccccc1
    21%, -14
Cc1ccccc1C=Nc1ccccc1C(N)=O
    -19%, -1
Cc1cc(C)cc(NS(=O)(=O)c2ccc3[nH]c(=O)ccc3c2)c1
    ?, .
Clc1cccc(-c2nn3c(-c4cccc(Cl)c4)nnc3s2)c1
    8%, 5
CC(C)OC(=O)/C(C#N)=C\c1cccnc1
    2%, 6
CCOc1ccccc1Oc1c(C)oc2c(CN3CCN(CCO)CC3)c(O)ccc2c1=O
    5%, -13
COc1ccc(C(=O)N(C)Cc2ccc(C)o2)cc1OC1CCN(C(C)C)CC1
    ?, .
CC1Oc2ccccc2OC1(O)c1ccccn1 (stereo unspecified)
    13%, 4
COc1cc(CNCc2ccc(Br)cc2)cc(OC)c1
    ?, .
